Screens deposited in PubChem by National Center for Advancing Translational Sciences (NCATS).
ELG1 repair inh = inhibitors of ELG1-dependent DNA repair in HEK293T cells | HEK293T ELG1-luciferase reporter, luminescence, 16 h; DNA damage induced by 5-fluorouridine | Potency, µM (titrated, usually from 46.1 µM), for inactives: top-dose activity change, negative = inhibition, most hits filed as inhibitors | actives 2.3% (n = 330,000) | AID 504467; note: potency is the fitted concentration of half-maximal effect; % is set by controls: 0 for no effect and ±100 for the full control effect; nearly all actives have a fitted effect of over 55% in size
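Luminescence from the luciferase reporter, measured 30 min after ONE-Glo reagent at room temperature, was the read-out. Beforehand, 2,000 cells per well were exposed for 16 hr at 37 °C to 5-fluorouridine together with compound or vehicle.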
AT treatment = candidate therapy for ataxia-telangiectasia. actives 0.19% (n = 320,000). Potency, µM (series often up to 57.5 µM), inactives show top-dose activation, most hits filed as activators. […] A-T fibroblasts, KAP-1 phosphorylation AlphaLISA; neocarzinostatin DNA damage 30 min before lysis; note: potency is the fitted concentration of half-maximal effect; % of control where 0% means no effect; nearly all actives have a fitted effect of over 45% in size
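ATM-like activity read as KAP-1 phosphorylation via AlphaLISA donor/acceptor antibody pairs after lysis and 6 hr at 25C. Cells were ATM-null patient fibroblasts ([…], hTERT), dosed 60 min, then exposed to the DSB inducer NCS for 30 min.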
Tb PFK block = T. brucei PFK enzyme inhibition; Potency, µM (highest dose often 57.5 µM), for inactives: at the top dose activity, negative = inhibition, usual class: inhibitors; actives 0.17% (n = 330,000); T. brucei PFK, ADP-Glo luminescence;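 note: potency is the fitted concentration of half-maximal effect; 0% = uninhibited 1x PFK enzyme wells and -100% = no-enzyme wells; nearly all actives have a fitted effect of over 60% in size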
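ADP-Glo luminescence quantified ADP after 45 min at room temperature, with 1.25 nM T. brucei PFK, 0.1 mM ATP and 0.5 mM fructose-6-phosphate in pH 8.0 TEA buffer. qHTS titrations up to 57 µM; curves classified by quality.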
PTAP TSG101 blk = blocks PTAP/TSG101 interaction to inhibit HIV-1 budding | AID 493005 | 340,000 tested, under 10 active | Potency, µM (doses to about 115 µM), inactives show at the top dose activity change, negative = inhibition, actives largely listed as inhibitors | Q99816 | Fluorescence polarization, FITC-PTAP peptide / Tsg101 binding; active = well fitted inhibition curve with a large enough effect in the main read-out, with a control signal flat, not every such curve was filed as active; inconclusive = small, poorly fitted or top-dose-only effect, or effect the other way, or a change in a side signal; inactive = no such curve, though single readings can be large or run the other way; note: potency is the fitted concentration of half-maximal effect; % of control where 0% means no effect
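Fluorescence anisotropy tracks displacement of a FITC-tagged PTAP peptide (50 nM) from the Tsg101 binding domain (10 uM), following a 20 min room-temperature incubation at pH 7.5.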
BCR signal inh = chronic active BCR signaling inhibition. Potency, µM (top dose mostly 46.1 µM), inactives show at the highest dose ratio change, negative = lower green/red ratio, most hits filed as inhibitors. ABC-DLBCL IkBa-CBG/CBR reporter, luminescence ratio, 4 h. actives 0.05% (n = 340,000); active = well fitted inhibition curve with a large enough effect in the signal ratio, with a control signal flat, not every such curve was filed as active; inconclusive = small, poorly fitted or top-dose-only effect, or effect the other way, or a change in a side signal; the % refers to the signal ratio;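 note: potency is the fitted concentration of half-maximal effect; plate controls were basal doxycycline-induced cells for no effect and cells given 10 µM MG132 for full effect; MG132 reads +100%, hits lower the ratio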
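Concentration-response series (up to 46 uM) were applied to TMD8 dual-reporter cells for 4 h at 37C with doxycycline. Green/red ratio, after filter-overlap correction, defined %Activity; red signal alone was normalised to basal cells and zero luminescence.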
Integrin act MD = integrin-mediated muscular dystrophy alleviation activation | actives 0.064% (n = 350,000) | alpha7betagal myoblasts, beta-gal FDG fluorescence, 48 h | Potency, µM (top dose mostly 38.3 µM), for the others: at the top dose activation, most hits filed as activators;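 note: potency is the fitted concentration of half-maximal effect; 100% = response of the positive control SU9516; nearly all actives have a fitted effect of over 60% in size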
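Alpha7betagal+/- myoblasts (passage 13) were plated 16-24 hr, then exposed to compounds (1:260 dilution of DMSO stock) for 48 hours at 37C. After MPER lysis, β-galactosidase reporter activity was read as FDG fluorescence (ex 480/em 540) after 30 minutes.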
TCR act = activators of T cell receptors; AID 504894; 330,000 tested, under 10 active; Potency, µM (top dose mostly 9.22 µM), without a hit: at the top dose activation of IL-2 secretion, actives largely listed as activators; primary human leukocytes, anti-CD3, IL-2 HTRF, 48 h; note: % of control where 0% means no effect
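Readout: HTRF IL-2, Eu-cryptate/d2 antibody pair, 320nm excitation, 665nm emission. Stimulus: a-CD3 beads, no co-stimulation. Cells: primary human leukocytes. Exposure: 48 hr with compound.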
Mito fusion act = inhibitors of mitochondrial division or activators of mitochondrial fusion; S. cerevisiae fusion-defective mutant growth rescue, CellTiterGlo 48 h; Potency, µM (top dose mostly 46.1 µM), for inactives: at the top dose growth rescue (activation), most hits filed as activators; actives 0.23% (n = 320,000);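 note: potency is the fitted concentration of half-maximal effect; % of control where 0% means no effect; nearly all actives have a fitted effect of over 45% in size; temperature-sensitive fusion mutants such as fzo1-1 at 37 °C on non-fermentable ethanol glycerol medium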
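S. cerevisiae fusion-defective temperature-sensitive mutants (e.g. fzo1-1, mgm1-5) grown 48 h at 37C in YPEG (ethanol/glycerol non-fermentable) medium with 23 nl compound per well; growth rescue read as CellTiterGlo luminescence.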
S-ASM inh = inhibitors of human secretory acid sphingomyelinase; actives 0.006% (n = 340,000); Potency, µM (highest dose often 57.5 µM), for inactives: at the highest dose activity change, negative = inhibition, hits mostly inhibitors; placental ASM, HMU-PC fluorogenic substrate, 60 min; note: potency is the fitted concentration of half-maximal effect
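HMU-PC0 cleavage (9 uM final) by human placental ASM, 60 min at 37 °C following 10 min compound exposure at RT; stopped at pH 10, fluorescence Ex 386/Em 447 nm.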
Eya2 inh = Eya2 (human) phosphatase inhibition; O00167; recombinant Eya2, OMFP fluorescence dephosphorylation (OMFP is methylfluorescein phosphate); Potency, µM (series often up to 76.9 µM), for inactives: at the top dose activity, negative = inhibition, usual class: inhibitors; actives 0.006% (n = 330,000); note: potency is the fitted concentration of half-maximal effect; % is set by controls: 0 for no effect and ±100 for the full control effect
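Eya2 protein (added as 0.2 uM solution) was preincubated with compound for 10 min at ambient temperature in 50 mM HEPES pH 7.5, 50 mM NaCl, 5 uM MgCl2, 0.05% BSA, 1 mM DTT. OMFP (added at 50 uM) then reacted 10 min; fluorescence read at 485/525 nm.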
TSHR antag = antagonists of human thyroid stimulating hormone receptor; P16473; TSHR-expressing cells, TSH-stimulated cAMP HTRF, 2 h; active compounds read low; activity change, negative = inhibition, % at 11.5 µM; actives 0.2% (n = 330,000); AID 504810;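 active = activity change below a set negative limit, meaning inhibition stronger than a set level, cut at about -70% in these data; inconclusive = activity change between two set negative limits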; note: % is set by controls: 0 for no effect and ±100 for the full control effect
Target sequence (P16473 whole entry, looked up): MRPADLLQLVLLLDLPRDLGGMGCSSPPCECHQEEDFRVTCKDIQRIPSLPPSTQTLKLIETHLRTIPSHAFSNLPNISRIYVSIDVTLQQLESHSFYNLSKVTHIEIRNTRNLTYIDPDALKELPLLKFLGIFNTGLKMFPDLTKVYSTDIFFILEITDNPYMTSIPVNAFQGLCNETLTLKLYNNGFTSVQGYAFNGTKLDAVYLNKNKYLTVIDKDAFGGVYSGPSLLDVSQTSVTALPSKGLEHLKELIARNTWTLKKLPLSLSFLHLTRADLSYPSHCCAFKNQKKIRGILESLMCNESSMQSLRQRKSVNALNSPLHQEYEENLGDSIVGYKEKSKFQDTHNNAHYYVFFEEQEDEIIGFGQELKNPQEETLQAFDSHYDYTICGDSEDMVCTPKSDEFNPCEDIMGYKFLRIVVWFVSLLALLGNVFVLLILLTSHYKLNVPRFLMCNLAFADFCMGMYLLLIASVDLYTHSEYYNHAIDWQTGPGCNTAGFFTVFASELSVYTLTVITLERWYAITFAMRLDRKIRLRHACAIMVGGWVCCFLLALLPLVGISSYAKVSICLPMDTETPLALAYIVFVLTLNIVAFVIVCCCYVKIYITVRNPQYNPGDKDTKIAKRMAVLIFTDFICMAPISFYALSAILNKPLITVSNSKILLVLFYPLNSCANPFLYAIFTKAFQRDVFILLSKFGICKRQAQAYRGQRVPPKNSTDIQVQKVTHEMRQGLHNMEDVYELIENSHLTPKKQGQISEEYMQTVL
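Competitive HTRF cAMP read-out (cryptate anti-cAMP antibody, cAMP-d2; 30 min, room temperature) in freshly harvested TSHR cells. Compounds added before TSH at EC80 (4nM final), followed by 2 hours' incubation at 37 deg C.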
Numbers without * were called inactive; ? = inconclusive; . = no result given; [ ] = remark or other dose. Unless noted, calls come from the whole dose curve; as a rule, active = well fitted curve in the direction sought with a large enough effect; inconclusive = small, poorly fitted or top-dose-only effect, or another doubt; inactive = no such curve, though single readings can be large; an effect the other way counts as inactive or inconclusive.

SMILES	ELG1 repair inh	AT treatment	Tb PFK block	PTAP TSG101 blk	BCR signal inh	Integrin act MD	TCR act	Mito fusion act	S-ASM inh	Eya2 inh	TSHR antag
Clc1ccccc1-c1nnc(-c2cccs2)o1	?	5%	2%	4%	1%	?	-4%	-4%	1%	-27%	-8
COc1ccc(CCN2C(=O)CS/C2=N/NC(=O)c2ccccc2F)cc1OC	10%	3%	-2%	-7%	-6%	12%	-4%[46.1 µM]	-1%	5%	4%	6
CCCn1c(N)c(N(CCOC)C(=O)c2ccc(N3CCCC3=O)cc2)c(=O)[nH]c1=O	10%	6%	6%	-1%	0%	17%	4%	5%	4%	-25%	3
O=C(COC(=O)c1ccncc1)c1ccc(Br)cc1	-2%	4%[11.5 µM]	1%	-1%	6%	3%	-4%	2%	2%	-1%	11
CCN1CCN(c2nc(C)nc3c2sc(=S)n3C)CC1	1%	-13%	19µM*	0%	5%	11%	4%	4%	-1%	4%	-11
CCc1nc(SCC(=O)c2c[nH]c3ccccc23)n[nH]1	-1%	1%	-2%	-1%	-26%	18%	-1%	1%	-3%	-1%	-9
O=C(O)CN=C1NC2(CCCCC2)Cc2ccccc21	7%	-2%	2%	-7%	6%	19%	1%[46.1 µM]	-4%	7%	-17%	-6
CCc1nc(SCc2cccnc2)c(C#N)cc1C	4%	19%	-5%	-9%	?	-9%	0%	24%	0%	-5%	3
Oc1cccnc1CCc1ccccc1	?	0%	-3%	-2%	-12%	-15%	.	-3%	5%	-3%	9
COc1ccccc1OCC(=O)Nc1sc2c(c1C(=O)NCC1CCCO1)CCC2 (centres undefined)	?	2%	-2%	0%	10%	0%	.	?	-9%	-28%	-9

Marked active in Tb PFK block, of those listed so far:
| canonical_smiles | Tb PFK block | PTAP TSG101 blk | Integrin act MD | TCR act | Mito fusion act | S-ASM inh | Eya2 inh | TSHR antag |
| --- | --- | --- | --- | --- | --- | --- | --- | --- |
| CCN1CCN(c2nc(C)nc3c2sc(=S)n3C)CC1 | 19µM* | 0% | 11% | 4% | 4% | -1% | 4% | -11 |

The results go on:
SMILES	ELG1 repair inh	AT treatment	Tb PFK block	PTAP TSG101 blk	BCR signal inh	Integrin act MD	TCR act	Mito fusion act	S-ASM inh	Eya2 inh	TSHR antag
COc1ccc(-c2noc(N3CCCC(C(=O)Nc4ccccc4F)C3)n2)cc1 (centres undefined)	-18%	-5%	-6%	2%	?	11%	0%	0%	-7%	14%	2
CCOC(=O)c1sc(NC(=O)c2cccs2)cc1C	?	-5%	1%	0%	?	-5%	-1%	1%	23%	-11%	7
COc1ccc(C2NC(C(=O)O)Cc3c2[nH]c2ccccc32)cc1OC (centres undefined)	7%	12%	6%	-9%	-25%	9%	1%	10%	5%	1%	12
CC(/C=C/c1ccc2c(c1)OCO2)=N/NC(=O)COc1ccc(C)cc1	13%	2%	-6%	-1%	?	15%	-7%[46.1 µM]	1%	5%	0%	1
COc1cccc(Cn2cnc3c(N)c(C)c(C)cc32)c1	-17%	6%	7%	-10%	-17%	0%	3%	-3%	7%	-2%	4
CN1C[C@@H]2C(c3ccccc3)C3(c4ccccc4)CC2(C3)[C@H]1c1ccccc1 (some centres undefined)	4%	?	0%	1%	4%	5%	3%	-67%[inhibitor]	-2%	7%	34
COc1ccccc1CC(=O)Nc1ccccc1C(=O)O	0%	-1%	3%	0%	0%	23%	-6%	-2%	7%	10%	4
CCc1cc2c(=O)n(-c3ccc(C)cc3)cnc2s1	?	.	-4%	-1%	-27%	21%	-3%[46.1 µM]	10%	-1%	-3%	-1
COC(=O)c1cnc(N2CCCN(S(=O)(=O)c3ccc(C(F)(F)F)cc3)CC2)nc1C(F)(F)F	-16%	1%	0%	-2%	-11%	-9%	7%	2%	-1%	-21%	-11
CC(C)C[C@H]1CN=C(Nc2ccccc2)N1CC1CCC(C)CC1 (some centres undefined)	-14%	-9%	-4%	-2%	?	-42%	2%	-7%	-1%	1%	3

Single records, from the list above. Screens in order: ELG1 repair inh, AT treatment, Tb PFK block, PTAP TSG101 blk, BCR signal inh, Integrin act MD, TCR act, Mito fusion act, S-ASM inh, Eya2 inh, TSHR antag
COc1ccc(C2NC(C(=O)O)Cc3c2[nH]c2ccccc32)cc1OC (centres undefined) as listed: 7%, 12%, 6%, -9%, -25%, 9%, 1%, 10%, 5%, 1%, 12
COc1ccc(-c2noc(N3CCCC(C(=O)Nc4ccccc4F)C3)n2)cc1 (centres undefined) as listed: -18%, -5%, -6%, 2%, ?, 11%, 0%, 0%, -7%, 14%, 2
CCOC(=O)c1sc(NC(=O)c2cccs2)cc1C as listed: ?, -5%, 1%, 0%, ?, -5%, -1%, 1%, 23%, -11%, 7

More entries:
SMILES	ELG1 repair inh	AT treatment	Tb PFK block	PTAP TSG101 blk	BCR signal inh	Integrin act MD	TCR act	Mito fusion act	S-ASM inh	Eya2 inh	TSHR antag
CCOc1ccc(NC(=O)CN(C)C(=O)c2cc(C)nc3ccccc23)cc1OCC	?	8%	7%	0%	0%	0%	3%	-5%	-3%	-4%	4
CCCN1CCC(=NNc2ccc(C(=O)O)cc2)CC1	?	8%	2%	0%	?	7%	.	-2%	-5%	5%	2
COc1ccc(NC(=O)CN(C)C(C)C(=O)NC(=O)NC2CCCCC2)cc1 (centres undefined)	?	18%	-3%	-2%	-4%	-8%	-7%	0%	3%	-8%	19
COCC(=O)Nc1ccc(S(=O)(=O)NCC2CCCO2)cc1 (centres undefined)	-5%	-6%	0%	-1%	7%	23%	5%	1%	1%	-18%	-9
COc1cc2c(cc1NC(=O)CSc1nnc(Cc3cccs3)n1Cc1ccco1)oc1ccccc12	23µM*	1%	0%	0%	?	-29%[7.66 µM]	.	5%	-5%	7%	-6
CCCCNCCCCOc1ccccc1	1%	-3%	0%	-2%	?	-27%	-7%	-3%	0%	6%	-6
CCOc1ccccc1NC(=S)/C(=C(\[O-])c1ccc2c(c1)OCCO2)[n+]1ccc(CC)cc1	?	-5%	0%	-5%	8%	-44%	.	2%	-2%	13%	1
CCN(CC)S(=O)(=O)c1ccc(NC(=O)c2ccc(Cl)nc2)cc1	?	-7%	0%	-6%	?	-22%	6%	-1%	-2%	9%	0
Clc1ccc2nc(CN3CCCc4ccccc43)cn2c1	21%	-4%	5%	-10%	-19%	-29%	1%	9%	2%	-4%	4
COc1ccc(NC(=O)CN2C(=O)NC(C)(C3CC3)C2=O)cc1S(=O)(=O)N1CCOCC1 (centres undefined)	16%	-11%	0%	-4%	8%	2%	-4%	-1%	-1%	-8%	14

The list goes on; the last two above are carried over.
SMILES	ELG1 repair inh	AT treatment	Tb PFK block	PTAP TSG101 blk	BCR signal inh	Integrin act MD	TCR act	Mito fusion act	S-ASM inh	Eya2 inh	TSHR antag
Clc1ccc2nc(CN3CCCc4ccccc43)cn2c1	21%	-4%	5%	-10%	-19%	-29%	1%	9%	2%	-4%	4
COc1ccc(NC(=O)CN2C(=O)NC(C)(C3CC3)C2=O)cc1S(=O)(=O)N1CCOCC1 (centres undefined)	16%	-11%	0%	-4%	8%	2%	-4%	-1%	-1%	-8%	14
Cc1cccc(Oc2coc3cc(OC(=O)c4cc5ccccc5oc4=O)ccc3c2=O)c1	?	5%	1%	-2%	-1%	-1%	-3%	-14%	18%	-2%	-3
O=C(NC1CC1)C1CCN(C(=O)c2ccc(Cl)cc2)CC1	12%	3%	3%	-1%	0%	-3%	-2%	-6%	2%	-8%	-13
N/C(=N\OC(=O)c1ccc(=O)n(Cc2ccc(Cl)cc2)c1)c1ccccn1	13%	2%	1%	0%	-2%	38%	-10%	16%	-3%	10%	-5
COc1ccc(OC(=O)CCN2C(=O)C3C4C=CC(C4)C3C2=O)cc1 (centres undefined)	9%	0%	0%	0%	4%	-22%	0%	4%	1%	10%	-1
CCc1nnc(NC(=O)C2CC(=O)N(c3ccc4c(c3)OCCO4)C2)s1 (centres undefined)	12%	2%	-4%	0%	-19%	-15%	2%[46.1 µM]	-3%	-2%	0%	17
